HTR5A ag ctr: counter-screen for OPRM1-OPRD1 agonists: human HTR5A agonism. activation, % at 9.3 µM. HTR5A agonist assay, luminescence, cell-based. 340,000 tested, 0.61% active. AID 504692. P47898; in the data active = activation mostly above about 9.5%, no sharp cut-off; inactive = mostly below about 7.6%;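 also: 0% = cells with vehicle only and 100% = reference agonist; strong numbers were not always called active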
RTF Ca sens inh: cardiac RTF calcium desensitization | IANBD-labeled cardiac RTF, Ca2+ fluorescence | inhibition, % at 7.15 µM | P19429+P45379 | 340,000 tested, 0.12% active | AID 493244;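 active = inhibition above the mean inhibition of all tested compounds plus 3 SD, cut at about 17% in these data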;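 also: assay run at fixed EC70 calcium of 1.6 mM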
CAL PDZ FP: blocks peptide binding to the human CAL PDZ domain. purified CAL PDZ, TMR-peptide fluorescence polarization, 1 h. 300,000 tested, 0.92% active. Q9HD26. AID 602252. inhibition, % at 24.9 µM;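 active = mean inhibition of at least 30% with at least half of replicates also reaching 30%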;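 also: 0% = DMSO neutral control and 100% = excess unlabeled competitor peptide PRC23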
OPRM1-OPRD1 ag: OPRM1-OPRD1 heterodimerization agonism; P35372+P41143; cells, luminescence; activation, % at 9.3 µM; 340,000 tested, 0.3% active; AID 504326; in the data active = activation above about 18%;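 also: 0% = vehicle-treated cells and 100% = reference agonist; values of inactives mirror those of a sister screen read the other way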
Target sequence (P35372 whole entry, looked up): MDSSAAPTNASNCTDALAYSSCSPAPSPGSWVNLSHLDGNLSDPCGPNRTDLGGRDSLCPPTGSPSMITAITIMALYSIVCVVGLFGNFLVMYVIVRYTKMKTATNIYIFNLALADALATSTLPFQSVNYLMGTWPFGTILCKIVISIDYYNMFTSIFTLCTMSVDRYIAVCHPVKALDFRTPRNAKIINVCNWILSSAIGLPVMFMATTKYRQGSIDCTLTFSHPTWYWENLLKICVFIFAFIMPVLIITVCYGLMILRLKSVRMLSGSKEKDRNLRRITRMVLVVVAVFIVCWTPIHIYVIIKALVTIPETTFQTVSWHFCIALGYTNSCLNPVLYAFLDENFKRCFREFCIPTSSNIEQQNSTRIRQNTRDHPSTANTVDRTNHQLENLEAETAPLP
Target sequence (P41143 whole entry, looked up): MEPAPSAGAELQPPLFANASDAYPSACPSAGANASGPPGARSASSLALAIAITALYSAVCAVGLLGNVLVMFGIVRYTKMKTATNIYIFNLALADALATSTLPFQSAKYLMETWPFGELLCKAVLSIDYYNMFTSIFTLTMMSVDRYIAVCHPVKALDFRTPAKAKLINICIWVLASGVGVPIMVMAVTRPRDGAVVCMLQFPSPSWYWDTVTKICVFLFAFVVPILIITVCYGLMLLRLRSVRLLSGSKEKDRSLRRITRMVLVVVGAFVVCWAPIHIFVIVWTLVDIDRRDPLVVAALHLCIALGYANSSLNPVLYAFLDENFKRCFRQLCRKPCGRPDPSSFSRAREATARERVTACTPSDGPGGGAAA
HTR5A inv ag: inverse agonist of human HTR5A in OPRM1-OPRD1 counter-screen; P47898; HTR5A cell line, luminescence, inverse agonism; inhibition, % at 9.3 µM; 340,000 tested, 0.083% active; AID 504634; in the data active = inhibition mostly above about 23%, no sharp cut-off; inactive = mostly below about 18%;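 also: 0% = cells with DMSO and 100% = no-cell wells with DMSO; some compounds called inactive have numbers as strong as hits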
MOR-DOR inv ag: mu-delta opioid heterodimer inverse agonism. P35372+P41143. cell-based MOR-DOR heterodimer luminescence. inhibition, % at 9.3 µM. 340,000 tested, 0.21% active. AID 504357; in the data active = inhibition above about 22%, passing the limit was not always enough;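 also: 0% = cells with DMSO and 100% = wells without cells with DMSO; values of inactives mirror those of a sister screen read the other way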
C-LANA FP: KSHV C-LANA DNA binding inhibition | 340,000 tested, 0.078% active | AID 504423 | MBP-C-LANA/FAM-LBS DNA binding, fluorescence polarization | inhibition, % at 9 µM;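 active = highest replicate inhibition at or above 60% at 9 µM, even if other replicates fall short; inactive = all replicates below 60% inhibition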;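 also: 0% = neutral control wells and 100% = 4 µM acridine orange control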
Keap1-Nrf2 PPI: inhibitors of human Keap1-Nrf2 protein-protein interaction | Q14145 | Keap1 Kelch-Nrf2 peptide fluorescence polarization, 1536-well | inhibition, % at 9.4 µM | 340,000 tested, 0.15% active; in the data active = inhibition above about 12%;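 also: human Keap1 Kelch domain with fluorescein labeled Nrf2 9mer peptide probe; 0% = neutral control wells and 100% = peptide positive control; higher means more block of Keap1 binding to Nrf2 peptide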
cardiac RTF act: increases calcium sensitivity of human cardiac regulated thin filaments; P19429+P45379; IANBD-labeled TnC RTF fluorescence at EC20 calcium; 0% EC20 calcium, 100% full calcium; activation, % at 7.2 µM; 340,000 tested, 0.24% active;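 active = activation above the mean over all tested compounds plus 3 SD, cut at about 30% in these data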;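 also: rise in fluorescence read as greater calcium sensitivity of cardiac thin filaments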
V-ATPase pH: yeast V-ATPase proton transport regulation by pHLuorin; 350,000 tested, 0.37% active; S. cerevisiae, pHLuorin cytosolic pH fluorescence; response, % at 10 µM; AID 504577; in the data active = response mostly above about 7.3%, no sharp cut-off; inactive = mostly below about 5.4%; also: actives read high; inactives centre near 0; some compounds called inactive have numbers as strong as hits; reference of the scale not given here
* = called active by the depositor; x = no result given.

SMILES	HTR5A ag ctr	RTF Ca sens inh	CAL PDZ FP	OPRM1-OPRD1 ag	HTR5A inv ag	MOR-DOR inv ag	C-LANA FP	Keap1-Nrf2 PPI	cardiac RTF act	V-ATPase pH
S=c1nc(-c2ccccc2)n(CCCN2CCOCC2)c2c1CCCC2	-2	0	4	-2.7	4	16	-0.3	-13	-1	0
COc1ccc(C2CC(O)(c3ccccc3)Oc3cc(OC)ccc32)cc1 (stereo unspecified)	1	4	-5	8.4	4	-47	-0.8	0	3	-5
Cc1cc(C)cc(OCC(=O)Nc2ccc3c4c(cccc24)CC3)c1	-2	-4	0	3.8	3	-20	-1.5	0	9	3
Cn1c(=O)oc2cc(S(=O)(=O)N3CCCC3)ccc21	4	-5	x	0.3	-12	-2	-1.6	7	2	-3
Cc1ccc(OCCC(=O)O)cc1	3	1	-5	0.0	-10	0	2.3	-9	9	3
O=C(Nc1ccc(S(=O)(=O)Nc2cnc3ccccc3n2)cc1)c1ccc(Br)o1	1	-1	1	-1.3	-7	7	0.1	3	-3	4
COc1ccc(NC(=O)CSc2nc(C)cc(C)n2)cc1	4	10	-1	-2.9	-20	16	-0.9	0	2	-2
O=C(O)/C=C/C(=O)NCCc1ccccc1	0	-3	-2	-2.8	-1	13	-1.6	2	-4	-2
Cc1[nH]c(C)c(S(=O)(=O)NCc2ccc(OC(C)C)cc2)c1C(=O)N1CCCC1	-7	-9	5	-2.2	-6	11	-0.7	0	-3	0
O=C(O)C1C2CC(C(Br)C2Br)C1C(=O)O (stereo unspecified)	2	-2	x	-1.8	-9	9	-0.9	4	-3	-1
O=C1C2C(c3ccccc3)CC=CC2[C@H](c2ccc(C(F)(F)F)cc2)N1Cc1ccccc1 (stereo partly specified)	-3	-6	-5	0.0	-24	0	0.8	4	3	-4
O=C1C2=C(c3ccccc31)[N+](=O)C1CCCCC1N2[O-] (stereo unspecified)	2	6	x	-13	17	56*	0.5	1	-1	14

4 compounds already listed, arranged by the value under MOR-DOR inv ag, low to high:
SMILES,MOR-DOR inv ag
COc1ccc(C2CC(O)(c3ccccc3)Oc3cc(OC)ccc32)cc1 (stereo unspecified),-47
O=C(Nc1ccc(S(=O)(=O)Nc2cnc3ccccc3n2)cc1)c1ccc(Br)o1,7
Cc1[nH]c(C)c(S(=O)(=O)NCc2ccc(OC(C)C)cc2)c1C(=O)N1CCCC1,11
S=c1nc(-c2ccccc2)n(CCCN2CCOCC2)c2c1CCCC2,16

(more compounds)
SMILES	HTR5A ag ctr	RTF Ca sens inh	CAL PDZ FP	OPRM1-OPRD1 ag	HTR5A inv ag	MOR-DOR inv ag	C-LANA FP	Keap1-Nrf2 PPI	cardiac RTF act	V-ATPase pH
CC(C)(C)c1nc2sc3c(c2c(=O)o1)CCCC3	-1	-1	-2	-0.5	-20	3	-0.3	1	1	4
Cc1ccsc1/C=N\NC(=O)CC(=O)NCc1ccccc1	-1	4	1	-3.3	-7	16	1.4	0	-4	3
CC1CN(C(=O)c2ccc(-c3ccccc3Cl)o2)CC(C)O1 (stereo unspecified)	3	-6	-5	1.3	-7	-7	0.8	-1	1	-2
CSCCC(NC(=O)c1ccccc1Br)C(=O)NCC(c1ccco1)N1CCCCC1 (stereo unspecified)	0	5	x	-3.8	-7	19	-1.3	-3	-7	1
COC(=O)Cn1cc(C(=O)c2ccco2)c2ccccc21	0	5	1	-1.5	-9	9	0.8	0	2	-6
Cc1ccc(NC(=O)CSc2ccc(-c3cccnc3)nn2)cc1	7	-1	-3	-1.0	0	6	-1.2	-3	-5	-5
O=C(CSc1nnc(CNc2ccc(Cl)cc2)n1Cc1ccccc1)NCc1ccco1	4	-11	0	0.8	-3	-5	1.3	-2	6	-5
COc1ccc(S(=O)(=O)N2CCOCC2)cc1NC(=O)COC(=O)C1=COCCO1	2	-8	-7	-2.5	18	13	0.7	6	1	2
CCCn1c(C(O)c2cc(OC)ccc2OC)nc2ccccc21 (stereo unspecified)	5	-3	x	2.4	-17	-13	0.2	-12	6	2
O=C(CSc1nnc(-c2c[nH]c3ccccc23)o1)c1ccccc1	-3	-5	-2	6.6	7	-40	-2.2	-7	6	5
Cn1cccc1Cc1nnc(SCC(=O)NCC2CCCO2)n1CCc1ccccc1 (stereo unspecified)	-1	-5	x	0.5	-2	-3	-2.0	2	1	-3
CC(C(=O)c1ccc(Br)cc1)[n+]1cccc2ccccc21 (stereo unspecified)	3	-26	0	-0.3	-4	1	-1.9	-8	17	6
COC(=O)C1CCN(C(=O)/C=C/c2ccc3c(c2)OCO3)CC1	0	4	2	-3.4	22	19	-0.8	-3	-2	1
COCCCn1c(SCC(=O)Nc2ccc3c(c2)OCCO3)nnc1-c1ccoc1C	7	-3	-2	-0.2	26	1	0.0	-5	4	-1
N#CC1(Nc2ccccc2)C(=O)Nc2ccccc21 (stereo unspecified)	-8	-14	1	-10	28	57*	1.1	-2	-3	0
N#CCc1ccc(NS(=O)(=O)c2ccc(C3CCCCC3)cc2)cc1	8	-1	x	4.5	-15	-24	-1.9	-4	-5	2
CCOc1cc(N2CCOCC2)c(OCC)cc1NC(=O)C1CC(=O)N(c2ccc(C)cc2)C1 (stereo unspecified)	11	0	-2	-1.8	-28	8	-1.6	-4	-3	-4
O=C(Nc1cccnc1)Nc1ccc(F)c(Cl)c1	4	-7	x	0.3	-3	-2	-0.5	5	-2	2
CCn1c(=O)c2ccccc2n(CC(=O)NCCC2=CCCCC2)c1=O	-1	-16	-1	-0.3	-9	3	-1.4	-7	-3	3
O=[N+]([O-])c1ccc2c(c1)C(N1CCOCC1)/C(=C/COc1ccc(F)cc1)O2 (stereo unspecified)	-7	-13	-3	1.0	5	-6	1.0	-3	6	0
COc1ccc(/C=C2\Sc3ccc(C(=O)NCc4cccnc4)cc3N(C)C2=O)cc1OC	-2	-1	-1	-1.7	6	8	-3.1	4	4	-2
O=C(NCc1ccccc1)C1CCN(S(=O)(=O)c2ccc(N3CCCC3=O)cc2)CC1	0	1	1	-0.8	-15	4	2.2	-2	-3	-1
CCN(CC)c1nc2c(s1)C(=O)NCCC2	-4	-3	-2	0.1	9	-1	0.0	2	0	5
CCCN(CCC)C(=O)C1c2ccccc2Oc2ccccc21	4	-134	1	1.7	-10	-10	88*	56*	98*	1
O=C1NC(O)(c2ccccc2)Oc2ccccc21 (stereo unspecified)	3	-5	-5	-1.8	-16	10	-0.8	-1	6	2
Cc1ccc(C(=O)Nc2cccnc2Oc2ccc(Cl)cc2)cc1	4	-4	-3	0.2	-4	-1	-1.2	-7	4	0
COc1ccc(S(=O)(=O)NCCSC(C)(C)C)cc1	1	-6	1	-1.7	-3	9	-3.9	-3	4	-1
CCS(=O)(=O)c1nc(NC(C)=O)n[nH]1	3	-1	-1	-1.6	-33	7	-0.1	-2	-7	0
CCOC(=O)N1CCC(NC(=O)c2cccc3c2C(=O)N(CCOC)C3)CC1	-1	-2	x	-0.7	18	4	0.6	-1	-2	5
CCCCSc1nc2ccccc2[nH]1	1	-5	6	-2.8	-2	14	-0.3	-2	3	-1
COCCOC(=O)c1c(NC(=O)COC(=O)Cc2cccc(OC)c2)sc(C(N)=O)c1C	4	-20	x	0.1	3	0	-0.8	-7	2	3
COC(=O)c1sc(N2C(=O)c3oc4ccccc4c(=O)c3C2c2cccc(O)c2)nc1C (stereo unspecified)	0	-6	-2	-3.5	1	17	0.5	0	-1	-6
COc1ccc(CCC(C)NCc2cc(OC)cc(OC)c2)cc1 (stereo unspecified)	-5	-6	-5	0.5	18	-2	-0.9	0	1	-2
Cc1ccc2nc(-c3ccc4c(c3)NC(=O)CO4)cn2c1	-1	-6	-4	-2.8	-33	15	0.5	-1	2	-3
Nc1ncc(Br)cc1S(=O)(=O)NCCC(=O)NC1CCCCC1	-2	6	0	-0.4	5	2	0.6	-2	2	0
COC(=O)CNC(=O)C(C)NC(=O)OCc1ccccc1 (stereo unspecified)	0	-16	-1	-0.7	5	4	-1.9	0	2	3
CCOC(=O)C1=C(c2ccccc2)N(C)C(=O)NC1c1ccc(O)c(OC)c1 (stereo unspecified)	2	-4	-2	-0.3	-5	2	0.3	-3	7	1
Cc1ccc(/C=C/C(=O)OCc2nc(N)nc(Nc3ccccc3C)n2)o1	3	-15	-2	-1.4	-11	7	-0.1	-5	2	1
COC(=O)c1cc(C(=O)N2CCN(c3cccc(Cl)c3)CC2)cc([N+](=O)[O-])c1	3	-8	5	3.5	-8	-18	1.1	0	8	0
O=C(c1ccc(-c2ccccc2)cc1)N1CCN(c2nc3ccccc3o2)CC1	2	-5	-10	0.9	-13	-5	1.4	0	3	3
O=c1c2ccsc2ncn1Cc1ccc(Cl)cc1	5	-15	0	-0.1	-2	1	1.4	0	-6	2
COCCNC(=O)C(c1ccc(O)cc1)N(Cc1ccco1)C(=O)CCC(=O)Nc1nccs1 (stereo unspecified)	2	-6	-1	-3.0	-4	13	1.1	-3	-2	1
Cc1ccc(CNC(=O)CCNC(=O)N2CCn3c2nc2ccccc23)cc1	x	5	-2	x	x	x	-0.8	3	-2	-1
CN(C)c1ncc(C2=C(Cl)C(=O)C(N3CCCC3)=C(Cl)C2=O)s1	3	10	-5	4.3	-8	-23	15	0	-3	-2
O=C1C2C(c3ccccc3)C=CC(c3ccccc3)C2C(=O)N1c1ccncc1 (stereo unspecified)	5	-7	-3	-0.7	-13	4	0.1	-1	-4	-4
O=C(Nc1ccc(-n2cccn2)cc1)C1CCN(Cc2ccccn2)CC1	-2	-3	-4	-3.9	4	20	0.4	1	7	-4
CC(C)(Cc1cc(CC(C)(C)C(=O)O)cc(C(C)(C)C)c1)C(=O)O	1	-6	0	-1.6	11	9	-2.8	1	-2	8
Cc1cc(C)c(NC(=O)c2oc3ccccc3c2COc2ccccc2)c(C)c1	10	-2	-1	4.8	4	-24	0.3	-2	2	2
Cn1nnnc1SCCNCc1ccncc1	-4	-2	2	-1.2	12	7	0.9	-7	-11	2
CC1Cc2ccccc2N1S(=O)(=O)c1ccc(Cl)nc1 (stereo unspecified)	-1	1	1	-3.0	6	16	-1.3	0	-3	0
COc1cc(NC(=O)c2cccnc2Sc2ccc(Cl)cc2)cc(OC)c1OC	0	-14	2	2.0	-6	-10	0.5	-4	4	1
O=C(O)c1ccc(COc2ccccc2C=C2C(=O)c3ccccc3C2=O)cc1	-3	-3	1	-1.1	-8	7	0.4	-5	-2	0
CCOC(=O)/C=c1\s/c(=C(\C#N)C(=O)NC)n(-c2ccccc2)c1=O	3	-14	2	0.0	-39	0	0.3	-3	-5	-6
O=C1CCCC(=O)N1c1ccc(O)cc1	-1	0	-5	-2.7	11	13	1.4	-3	3	-2
CN(C)c1ccc(S(=O)(=O)N2CCCCC2)cc1NC(=O)CN1C(=O)NC(C)(c2ccccc2)C1=O (stereo unspecified)	-1	10	-2	0.1	-2	-1	-1.0	-2	-6	-3

Part of the list above, bar-delimited.
mol | HTR5A ag ctr | RTF Ca sens inh | CAL PDZ FP | OPRM1-OPRD1 ag | HTR5A inv ag | MOR-DOR inv ag | C-LANA FP | Keap1-Nrf2 PPI | cardiac RTF act | V-ATPase pH
CCOC(=O)/C=c1\s/c(=C(\C#N)C(=O)NC)n(-c2ccccc2)c1=O | 3 | -14 | 2 | 0.0 | -39 | 0 | 0.3 | -3 | -5 | -6
O=C1CCCC(=O)N1c1ccc(O)cc1 | -1 | 0 | -5 | -2.7 | 11 | 13 | 1.4 | -3 | 3 | -2

Compound activity deposited in PubChem by several laboratories.
